Tau fibril FP: tau fibrillization inhibition (FP); K18 P301L tau heparin fibrillization, Alexa594 FP, 6 h; Potency, µM (titrated, usually from 57.7 µM), without a hit: at the highest dose activity, negative = inhibition, actives largely listed as inhibitors; 280,000 compounds, 0.39% hits; AID 1468; further: nearly all actives have a fitted effect of over 55% in size
Target sequence (P10636 561-689 P618L limits assumed): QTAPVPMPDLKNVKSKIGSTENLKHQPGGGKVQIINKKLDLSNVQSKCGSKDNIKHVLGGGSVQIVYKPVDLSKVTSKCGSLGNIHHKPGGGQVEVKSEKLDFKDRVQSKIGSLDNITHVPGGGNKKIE
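FP of Alexa 594-tau after heparin (20 uM) induction. Substrate: human K18 P301L, 15 uM unlabeled, 0.24 uM labeled. Buffer 100 mM sodium acetate pH 7. 6 hr, 37 C.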
ALDH1A1 block: blocks purified human ALDH1A1 activity; Purified ALDH1A1, NADH fluorescence, propionaldehyde substrate; Potency, µM (highest dose often 75.3 µM), for the others: at the top dose activity, negative = inhibition, actives largely listed as inhibitors; 220,000 compounds, 7.3% hits; AID 1030; P00352; active means well fitted inhibition curve with a large enough effect, not every such curve was filed as active; inconclusive means small, poorly fitted or top-dose-only effect, or another doubt; inactive means no such curve, though single readings can be large or run the other way;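 further: plate controls were no enzyme wells and a reference inhibitor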
Target sequence (P00352 whole entry, looked up): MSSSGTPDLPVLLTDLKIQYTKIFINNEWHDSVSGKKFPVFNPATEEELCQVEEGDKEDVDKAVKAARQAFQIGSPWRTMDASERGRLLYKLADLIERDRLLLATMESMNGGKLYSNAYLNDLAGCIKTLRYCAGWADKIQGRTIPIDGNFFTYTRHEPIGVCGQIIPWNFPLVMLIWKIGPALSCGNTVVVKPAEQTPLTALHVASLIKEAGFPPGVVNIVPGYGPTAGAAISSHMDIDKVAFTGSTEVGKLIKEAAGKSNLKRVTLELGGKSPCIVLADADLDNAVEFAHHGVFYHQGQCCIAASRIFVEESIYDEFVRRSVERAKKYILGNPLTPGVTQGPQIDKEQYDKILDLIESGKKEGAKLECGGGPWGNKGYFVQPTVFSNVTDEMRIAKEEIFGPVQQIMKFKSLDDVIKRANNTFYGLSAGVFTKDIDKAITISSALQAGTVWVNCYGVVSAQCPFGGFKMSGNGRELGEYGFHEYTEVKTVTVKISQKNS
TexasRed fluor: alters Texas Red total fluorescence, flagging assay interference; TRb/SRC2 Texas Red total fluorescence interference; Potency, µM (doses to about 106 µM), without a hit: at the top dose fluorescence change, negative = quenching; 280,000 compounds, 0.29% hits; active means well fitted curve in either direction with a large enough effect; inconclusive means small, poorly fitted or top-dose-only effect
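Human TRb ligand-binding domain at 0.6 uM with 20 nM Texas Red SRC2 peptide in Tris buffer containing 1 uM T3 and 5% DMSO, incubated with compound 5 h at ambient temperature. Total fluorescence (555/632 nm) calculated as parallel + 2 × perpendicular.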
GLA spleen mod: inhibits or activates alpha-galactosidase in human spleen homogenate | Potency, µM (top dose mostly 80 µM), for the others: top-dose activity change, negative = inhibition, hits mostly inhibitors | AID 2107 | human spleen homogenate, 4MU-alpha-Gal fluorescence, 40 min | 240,000 compounds, 0.008% hits | P06280;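 further: 0% = enzyme with vehicle and -100% = no enzyme basal signal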
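Inhibition or activation of alpha-galactosidase in human spleen homogenate is scored by 4-MU fluorescence after 40 min at 37C, pH 5.0, with 1 mM substrate. AC50s come from concentration-response fitted to the Hill equation.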
L3MBTL1 block: L3MBTL1 (human) inhibition; AlphaScreen L3MBTL1–H3K9me1 peptide binding; Potency, µM (top dose mostly 57.1 µM), for the others: at the highest dose activity, negative = inhibition, actives largely listed as inhibitors; 230,000 compounds, 0.66% hits; further: nearly all actives have a fitted effect of over 60% in size
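Displacement of a biotinylated histone H3(1-15) peptide monomethylated at Lys9 (75 nM) from L3MBTL1 (50 nM) was measured by AlphaScreen after a 30 min room-temperature compound incubation; cefsulodin titration served as intraplate control.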
Tau fluor cs: counter-screen for tau fibril formation inhibitors | tau K18 P301L Alexa594 fluorescence, heparin fibrillization | Potency, µM (series often up to 57.7 µM), for inactives: top-dose activity change, negative = decrease | 280,000 compounds, 0.93% hits | AID 1463; further: nearly all actives have a fitted effect of over 55% in size
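Human K18 P301L tau (15 uM unlabeled plus 0.24 uM Alexa 594-labeled, final) in 100 mM sodium acetate pH 7 was mixed with compound and 20 uM heparin and incubated 6 hr at 37 C.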
Tau ThT inhib: blocks human tau fibril formation measured by thioflavin T. recombinant tau K18 P301L (four-repeat tau fragment), heparin-induced fibrillization, ThT fluorescence. Potency, µM (series often up to 57.4 µM), inactives show top-dose activity, negative = inhibition, most hits filed as inhibitors. 270,000 compounds, 2.1% hits. AID 1460; further: nearly all actives have a fitted effect of over 55% in size
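Heparin-induced (20 uM) aggregation of recombinant human K18 P301L tau, 15 uM unlabeled with 0.24 uM labeled, pH 7 acetate buffer, 6 hr at 37 C with compound. Fibrils quantified by 30 uM ThT fluorescence after 1 hr ambient incubation.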
TRb SRC2 PPI: inhibitors of human thyroid hormone receptor beta-SRC2 interaction | P10828 | TRbeta-SRC2 peptide binding, fluorescence polarization; receptor liganded with 1 µM T3 | Potency, µM (highest dose often 106 µM), for inactives: top-dose activity change, negative = inhibition, hits mostly inhibitors | 280,000 compounds, 0.065% hits | AID 1469;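 further: plate controls were bound peptide for no effect and peptide without receptor for full effect; nearly all actives have a fitted effect of over 50% in size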
Target sequence (P10828 whole entry, looked up): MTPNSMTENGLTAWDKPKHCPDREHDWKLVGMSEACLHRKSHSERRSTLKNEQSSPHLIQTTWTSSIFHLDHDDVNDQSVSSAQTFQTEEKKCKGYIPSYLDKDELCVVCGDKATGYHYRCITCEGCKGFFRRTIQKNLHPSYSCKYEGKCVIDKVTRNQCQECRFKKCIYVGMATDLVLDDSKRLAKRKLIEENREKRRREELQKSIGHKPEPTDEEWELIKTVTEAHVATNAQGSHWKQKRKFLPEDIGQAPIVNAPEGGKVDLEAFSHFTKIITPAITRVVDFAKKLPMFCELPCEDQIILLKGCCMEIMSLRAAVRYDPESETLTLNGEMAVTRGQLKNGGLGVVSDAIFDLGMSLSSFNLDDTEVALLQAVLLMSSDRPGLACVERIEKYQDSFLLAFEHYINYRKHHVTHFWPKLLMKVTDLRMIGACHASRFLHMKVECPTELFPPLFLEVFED
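Read-out is fluorescence polarization (555 nm excitation, 632 nm emission) of a Texas Red SRC2 coactivator peptide; loss of signal reflects blocked binding to human TRb ligand-binding domain in the presence of 1 uM T3.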
The depositor's hits bear a star; ? = inconclusive; · = no result given; [ ] = another dose, or the depositor's remark. Unless noted, the call rests on the fitted dose curve; in most records, active means well fitted curve in the direction sought with a large enough effect; inconclusive means small, poorly fitted or top-dose-only effect, or another doubt; inactive means no such curve, though single readings can be large; an effect the other way counts as inactive or inconclusive. Unless noted, on the % scale 0 is the no-effect control and ±100 the full control effect; potency means the concentration at half of the fitted maximal effect.

molecule | Tau fibril FP | ALDH1A1 block | TexasRed fluor | GLA spleen mod | L3MBTL1 block | Tau fluor cs | Tau ThT inhib | TRb SRC2 PPI
COc1cccc(CNC(=O)CCC2CCCN(C(=O)Cc3ccccc3F)C2)c1 (centres undefined) | 5% | 11µM* | -6% | -13% | 40%[activator] | 6% | 2% | -9%
CC(NC(=O)c1cccc(S(=O)(=O)N2CCN(C)CC2)c1)C1CC2CCC1C2 (centres undefined) | -1% | 2% | 1% | 3% | -7% | -3% | -2% | -2%
Cn1c2ccccc2c2c(C(=O)N3CCN(C(=O)c4ccco4)CC3)cn(C3CCCCC3)c(=O)c21 | 0% | ? | -1% | 8% | · | -3% | -10% | -3%
CC1Nc2ccccc2C(=O)N1NS(C)(=O)=O (centres undefined) | -3% | ? | -1% | 6% | · | -11% | -1% | 4%
O=C1c2cccnc2C(=O)N1c1ccccc1-c1ccccc1 | 3% | 19% | 0% | 1% | -28% | 3% | -4% | -4%
O=C(NCc1cccc(C(F)(F)F)c1)C1CC(c2ccccc2[N+](=O)[O-])=NO1 (centres undefined) | 4% | ? | -9% | -1% | 0% | -11% | 3% | 4%
COc1ccc(CCN2CC(O)=C(c3nc(C)cs3)C2=N)cc1OC | 4% | -1% | 0% | 10% | -7% | -5% | -8% | 3%
CCN(CC)c1ccc(/C=N/NS(=O)(=O)c2ccc(C)c([N+](=O)[O-])c2)cc1 | -3% | 20µM* | -1% | -9% | -10% | ? | ? | -8%
COC(=O)c1[nH]c2cc(OC)ccc2c1NC(=O)CCN1CCCCC1 | 3% | 6% | -3% | -4% | -3% | 0% | 0% | -10%
O=C(C1=C[C@H](c2ccc3c(c2)OCO3)C[C@H](OCCCCO)O1)N1CCN(Cc2ccc3c(c2)OCO3)CC1 | 3% | ? | 0% | -2% | -19% | 2% | -10% | 6%
COc1cc2ncnc(NCc3ccccc3Cl)c2cc1OC | -2% | ? | -2% | 2% | -8% | -7% | 12% | -3%
O=C(CCCCCn1c(=O)[nH]c2ccsc2c1=O)N1CCCCC1 | 5% | -1% | -8% | 2% | 0% | 0% | -12% | 1%
COc1cc(-c2cc(-c3ccccc3)nc(SCC(=O)Nc3nccs3)c2C#N)cc(OC)c1OC | -7% | ? | 1% | -2% | 4% | -21% | 5% | 3%
Cc1nnc2sc(-c3cccc4ccccc34)nn12 | -6% | ? | -2% | -7% | 2% | -7% | -8% | -19%
Cc1cc(=O)n2[nH]c(C)cc2n1 | -3% | -12% | 2% | 2% | · | -12% | -11% | 7%
C=C(C)COc1ccc2c(C)c(C)c(=O)oc2c1OCC(=C)C | -6% | ? | 0% | 7% | 14% | -14% | -12% | 2%
Nc1ccc2cn[nH]c2c1 | ? | -4% | 0% | -14% | 3% | -11% | ? | 2%
Cc1ccc(N2C(=O)C3CCC(c4ccccc4)CC3C2=O)cc1 (centres undefined) | 0% | -5% | -2% | -4% | 11% | -4% | -1% | 10%
O=C(CN(c1ccc(F)cc1)S(=O)(=O)c1ccc2c(c1)OCCO2)NCc1cccnc1 | -3% | 23% | -1% | 0% | · | -8% | -9% | -7%
CC(C)OCCCNc1ncnc2c1[nH]c1ccccc12 | 10% | ? | 1% | -10% | 11% | -5% | 2% | -5%
CC(C)Cn1c(N)c(C(=O)CSc2ccccc2)c(=O)n(C)c1=O | -6% | -13% | 1% | -7% | 1% | 9% | -3% | 5%
COc1ccc2c(Sc3ccccc3)c(C(=O)NCCc3ccc(Cl)cc3)[nH]c2c1 | -6% | · | 1% | · | · | -16% | ? | -2%
O=C(N/N=C/c1cc(Br)ccc1O)Nc1ccccc1 | ? | -5% | -2% | 12% | 0% | ? | -9% | -1%
COc1ccc(Cn2ccn(Cc3cccc(OC)c3)c(=O)c2=O)cc1 | ? | · | 10% | · | · | -19% | -1% | -2%
CCCCC(=O)Nc1sc2c(c1C#N)CC(C)(C)OC2 | 2% | -13% | -2% | -5% | 11% | 0% | 9% | -1%
Cc1ccc(-c2nc3ncccc3o2)cc1NC(=O)c1cc2ccccc2o1 | -12% | 3% | 0% | 0% | 8% | -1% | -10% | -9%
c1ccc(-n2cnnc2SCc2cn3cccnc3n2)cc1 | 2% | ? | 2% | 28% | 6% | -3% | -2% | -13%
Cn1c(N)c(C(=O)COC(=O)C2=NNC(=O)CC2)c(=O)n(C)c1=O | 0% | · | -5% | -7% | -4% | -14% | -9% | -4%
CCc1ccc(NC(=O)NCC2CCN(c3ccc(OC)cc3)C2)cc1 (centres undefined) | 13% | · | -4% | 11% | · | ? | ? | 5%
O=C(Oc1coc(CSc2nnc(NC(=O)C3CC3)s2)cc1=O)c1c(F)cccc1F | 2% | ? | -2% | -1% | · | -22% | ? | -4%

For reference, two of the compounds above:
molecule | Tau fibril FP | ALDH1A1 block | TexasRed fluor | GLA spleen mod | L3MBTL1 block | Tau fluor cs | Tau ThT inhib | TRb SRC2 PPI
O=C(C1=C[C@H](c2ccc3c(c2)OCO3)C[C@H](OCCCCO)O1)N1CCN(Cc2ccc3c(c2)OCO3)CC1 | 3% | ? | 0% | -2% | -19% | 2% | -10% | 6%
COc1cc2ncnc(NCc3ccccc3Cl)c2cc1OC | -2% | ? | -2% | 2% | -8% | -7% | 12% | -3%

In the list so far, these contain a cyano group:
molecule | Tau fibril FP | ALDH1A1 block | TexasRed fluor | GLA spleen mod | L3MBTL1 block | Tau fluor cs | Tau ThT inhib | TRb SRC2 PPI
COc1cc(-c2cc(-c3ccccc3)nc(SCC(=O)Nc3nccs3)c2C#N)cc(OC)c1OC | -7% | ? | 1% | -2% | 4% | -21% | 5% | 3%
CCCCC(=O)Nc1sc2c(c1C#N)CC(C)(C)OC2 | 2% | -13% | -2% | -5% | 11% | 0% | 9% | -1%

Next records
molecule | Tau fibril FP | ALDH1A1 block | TexasRed fluor | GLA spleen mod | L3MBTL1 block | Tau fluor cs | Tau ThT inhib | TRb SRC2 PPI
CC1=C(C(=O)NC2CCCCC2C)C2(CCC(C)CC2)OC1=O (centres undefined) | 3% | -7% | -2% | -6% | -3% | 0% | -5% | -12%
CC(C)n1c(S(=O)(=O)O)nc2ccccc21 | -4% | 1% | 2% | 3% | 7% | -2% | -4% | 3%
O=C(N/N=C\c1ccc([N+](=O)[O-])o1)c1cncc(Br)c1 | 1% | · | 2% | -6% | · | -5% | · | 1%
Cc1nnc(NC(=O)CSc2nccn2Cc2ccc(Cl)cc2)s1 | 3% | · | -1% | · | · | 3% | 3% | -3%
O=C(CSc1ccccc1C(=O)O)NCc1ccc(Cl)cc1 | 0% | 4% | -2% | 13% | -3% | 7% | 5% | -7%
COc1ccc(C2C(C(=O)Nc3cccnc3)=C(C)Nc3nc(-c4ccc(OC)c(OC)c4)nn32)cc1 (centres undefined) | -6% | · | -3% | · | · | -16% | -9% | 8%
Cc1cccc(C)c1N(CC(=O)NN=C1CCCCCC1)S(C)(=O)=O | 0% | -8% | 0% | -2% | · | -1% | -5% | -10%
Cc1cccc(C)c1-n1ncc(C(=O)N2CCN(c3ccccc3)CC2)c1C1CCN(C(=O)OC(C)(C)C)CC1 | -6% | · | 0% | · | · | -17% | ? | 4%
CCOC(=O)c1cnc(-n2nc(C)cc2C)nc1NCc1ccccc1 | 7% | ? | 4% | 1% | -6%[11.4 µM] | -13% | ? | 0%
CCc1ccc(N2C(=O)Cc3c2nc(N)c(C#N)c3N)cc1 | ? | -10% | -1% | 9% | · | ? | ? | 1%
CCN(CC)C1CCN(Cc2cn[nH]c2-c2ccc(OC)c(F)c2)C1 (centres undefined) | 1% | -7% | -5% | 0% | -8% | -5% | -10% | -6%
CCCCCn1c(=O)[nH]c2cc(C(=O)NC(C)CC)ccc2c1=O (centres undefined) | -3% | · | 0% | · | · | -6% | 3% | -5%
CCOC(=O)C1C(c2cccnc2)NC(=O)NC1(O)C(F)(F)F (centres undefined) | 7% | 0% | 0% | -6% | 8% | 6% | 1% | 0%
O=C(Nc1ccccc1Br)c1c(F)cccc1Cl | 1% | -4% | -2% | 3% | 5% | 0% | -1% | -6%
COc1cc(C(=O)NCC(c2ccco2)S(=O)(=O)c2cccs2)cc(OC)c1OC (centres undefined) | -4% | · | 2% | · | · | -5% | -7% | 4%
COc1ccc(NC(=O)c2nc(C)n(-c3ccc([N+](=O)[O-])cc3)n2)cc1 | 5% | ? | -1% | 0% | 2% | 1% | ? | 3%
COc1ccccc1C/C(N)=N/OC(=O)c1ccc(C)c([N+](=O)[O-])c1 | 0% | -4% | -4% | -8% | -8% | -17% | -18% | 1%
COc1ccc(/C=N/NC(=O)CNc2ccc(Br)cc2)c(C(=O)O)c1OC | 1% | -8% | -1% | -7% | · | -15% | ? | 4%
CCC(=O)OCCn1c(=O)c2cc3c(=O)n(CCOC(=O)CC)c(=O)c3cc2c1=O | -7% | -8% | 1% | -5% | 7% | 1% | -9% | 3%
Cc1csc2nc(COC(=O)c3ccc(NC(=O)C(C)C)cc3)cc(=O)n12 | 1% | · | -1% | · | · | 1% | -4% | -6%
CC1CCCCN1Cc1c(O)ccc2c(=O)c(-c3ccccc3)coc12 (centres undefined) | -6% | · | -2% | · | · | -5% | -4% | 4%
CCc1ccc(CNC(=O)CCCN2C(=O)c3cccnc3Oc3ccc(Cl)cc32)cc1 | 8% | · | 0% | · | · | -9% | -5% | -1%
COc1cc(SC)ccc1C(=O)Nc1ccc2c(c1)CCN2S(C)(=O)=O | -14% | ? | -1% | -1% | · | -26% | ? | 1%
O=C1C=CC2(OCCCO2)C(Br)=C1CO | ? | 2% | 1% | -2% | · | -10% | 16µM* | 5%
CCOC(=O)C1=C(CC)Nc2ccccc2N=C1NC(=O)c1ccc(S(=O)(=O)N2CCCC2)cc1 | 3% | 14µM* | 0% | 4% | 15% | -11% | -4% | 4%
O=C(Nc1cc([N+](=O)[O-])ccc1F)c1cccs1 | -3% | 7% | 0% | 8% | 10% | 0% | -2% | -2%
Cc1ccc(OCC(=O)N2c3ccccc3CC2C)c([N+](=O)[O-])n1 (centres undefined) | -2% | ? | -4% | 15% | · | -5% | -6% | 6%
CCCC1NC(=O)NC(C)=C1C(=O)OCC (centres undefined) | 12% | -1% | 0% | 5% | · | 1% | -1% | -4%
CCc1ccc(OCCCC(=O)Nc2cccc(C(=O)O)c2)cc1 | 1% | · | -4% | 2% | -3% | -1% | -11% | -5%

Bioassay records (PubChem)
